Compound activity: PubChem BioAssay, Small Molecule Screening Facility, UW Madison
RMI FANCM FP – disruptors of RMI1/RMI2 association with MM2 peptide – biochemical, fluorescence polarization, human, primary screen; RMI core complex (RMI1/RMI2) binding to FANCM MM2 peptide, human; RMI core complex with F-MM2 peptide; hits give low values; FP signal (polarization) at 33 µM; actives 0.58% (n = 70,000); AID 1159607, 2016; in the data active = FP signal below about 40; note: inactives centre near 61; strong numbers were not always called active; unit not given here
An asterisk follows results filed as active; & = joins results of further samples.

Sample of the layout:
Screening Cc1ccc(-c2cn3c(CC(=O)Nc4c(C)cccc4C)csc3n2)cc1 returned RMI FANCM FP 104.
`CC(=O)NC(C(=O)O)=C(Cl)Cl` gave RMI FANCM FP 64.
For Cc1ccc(C(C)C)c(OCCn2c(CO)nc3ccccc32)c1 the results were RMI FANCM FP 59.
`N/C(=N/OC(=O)/C=C/C(=O)O)c1cc(C(F)(F)F)cc(C(F)(F)F)c1` gave RMI FANCM FP 62.
CCC(=O)Nc1ccc(S(=O)(=O)NCCc2ccc(N3CCCC3)cc2)c(C)c1 was read as RMI FANCM FP 70.
Screening COc1cc(-c2noc(CN3C(=O)COc4ccc(C)cc43)n2)cc(OC)c1OC returned RMI FANCM FP 58.
Screening O=C(COc1ccc2c(c1)OCO2)NCCOc1cccc(C(F)(F)F)c1 returned RMI FANCM FP 62.
CCOC(=O)c1ccc(NC(=S)NC(C)c2ccc3c(c2)OCCO3)cc1 (stereo not drawn) was read as RMI FANCM FP 63.
`CCOC(=O)Cc1nc(CC)n[nH]1` gave RMI FANCM FP 58.
`COC(=O)c1ccc(NC(=O)C(=O)NCC2CCN(Cc3ccco3)CC2)cc1` gave RMI FANCM FP 77.
Screening Cc1ccc(S(=O)(=O)N2CC(=O)NC(=O)C2)cc1 returned RMI FANCM FP 56&57.
O=C(COCC(=O)N1CCOCC1)N1CCOCC1 was read as RMI FANCM FP 64.
For Cn1cccc1C(CNC(=O)C(=O)NCc1cccs1)N1CCc2ccccc2C1 (stereo not drawn) the results were RMI FANCM FP 65.
`CCn1c(=O)cc(N2CCN(C(=O)c3ccco3)CC2)[nH]c1=O` gave RMI FANCM FP 61.
`CC1CCc2nc(NC(=O)c3ccc(S(C)(=O)=O)cc3)sc2C1` (stereo not drawn) gave RMI FANCM FP 52.
Screening COC(=O)c1ccc(NC(=O)CCc2csc3nc(-c4ccccc4)cn23)cc1 returned RMI FANCM FP 77.

This part in full, previewed entries included:
Screening Cc1ccc(-c2cn3c(CC(=O)Nc4c(C)cccc4C)csc3n2)cc1 returned RMI FANCM FP 104.
`CC(=O)NC(C(=O)O)=C(Cl)Cl` gave RMI FANCM FP 64.
For Cc1ccc(C(C)C)c(OCCn2c(CO)nc3ccccc32)c1 the results were RMI FANCM FP 59.
`N/C(=N/OC(=O)/C=C/C(=O)O)c1cc(C(F)(F)F)cc(C(F)(F)F)c1` gave RMI FANCM FP 62.
CCC(=O)Nc1ccc(S(=O)(=O)NCCc2ccc(N3CCCC3)cc2)c(C)c1 was read as RMI FANCM FP 70.
Screening COc1cc(-c2noc(CN3C(=O)COc4ccc(C)cc43)n2)cc(OC)c1OC returned RMI FANCM FP 58.
Screening O=C(COc1ccc2c(c1)OCO2)NCCOc1cccc(C(F)(F)F)c1 returned RMI FANCM FP 62.
CCOC(=O)c1ccc(NC(=S)NC(C)c2ccc3c(c2)OCCO3)cc1 (stereo not drawn) was read as RMI FANCM FP 63.
`CCOC(=O)Cc1nc(CC)n[nH]1` gave RMI FANCM FP 58.
`COC(=O)c1ccc(NC(=O)C(=O)NCC2CCN(Cc3ccco3)CC2)cc1` gave RMI FANCM FP 77.
Screening Cc1ccc(S(=O)(=O)N2CC(=O)NC(=O)C2)cc1 returned RMI FANCM FP 56&57.
O=C(COCC(=O)N1CCOCC1)N1CCOCC1 was read as RMI FANCM FP 64.
For Cn1cccc1C(CNC(=O)C(=O)NCc1cccs1)N1CCc2ccccc2C1 (stereo not drawn) the results were RMI FANCM FP 65.
`CCn1c(=O)cc(N2CCN(C(=O)c3ccco3)CC2)[nH]c1=O` gave RMI FANCM FP 61.
`CC1CCc2nc(NC(=O)c3ccc(S(C)(=O)=O)cc3)sc2C1` (stereo not drawn) gave RMI FANCM FP 52.
Screening COC(=O)c1ccc(NC(=O)CCc2csc3nc(-c4ccccc4)cn23)cc1 returned RMI FANCM FP 77.
O=C(Nc1nc(C(c2ccccc2)c2ccccc2)cs1)c1ccccc1Cl was read as RMI FANCM FP 59.
CCOC(=O)c1ccc(NC(=O)/C=C/C2=Cc3ccccc3OC2)cc1 was read as RMI FANCM FP 158.
Screening Cc1ccc(CNc2n[nH]c(=S)s2)cc1 returned RMI FANCM FP 54.
O=C(/C=C/c1cccs1)Nc1ccc(S(=O)(=O)N2CCCCCC2)cc1 was read as RMI FANCM FP 53.
COc1ccc(C2C(C(=O)Nc3cccnc3)=C(C)Nc3nc(SCc4ccccc4)nn32)cc1OC (stereo not drawn) was read as RMI FANCM FP 75.
Screening O=C(Cc1ccc(F)cc1)N(Cc1cccnc1)c1nc2ccc(F)cc2s1 returned RMI FANCM FP 82.
`NNC(=O)CSCCCN1CCN(c2cccc(Cl)c2)CC1` gave RMI FANCM FP 53.
Cc1ccc(C(=O)N/C(=C\c2ccco2)C(=O)NCc2ccco2)cc1 was read as RMI FANCM FP 104.
Cc1nc(N2CCOCC2)c(C#N)c(C)c1[N+](=O)[O-] was read as RMI FANCM FP 56.
`Cc1ccc(NC(=O)C(=O)NCCN2CCN(c3ccc(F)cc3)CC2)cc1F` gave RMI FANCM FP 60.
For O=C(/C=C/c1ccco1)Nc1nc(-c2ccc3c(c2)OCO3)cs1 the results were RMI FANCM FP 69.
Screening COc1ccc(C(=O)NCc2cn3ccsc3n2)cc1 returned RMI FANCM FP 62.
O=C(NCCC1=CCCCC1)C(=O)NCC(c1ccco1)N1CCN(c2ccccc2F)CC1 (stereo not drawn) was read as RMI FANCM FP 57.
Screening Cc1c(C(=O)O)sc2nc(C(F)(F)F)nn12 returned RMI FANCM FP 57.
Screening CC(=O)NC1C(Sc2ccccc2)OC(COC(C)=O)C(OC(C)=O)C1OC(C)=O (stereo not drawn) returned RMI FANCM FP 60.
Cc1cc(F)ccc1S(=O)(=O)NCC(c1ccsc1)N1CCCCCC1 (stereo not drawn) was read as RMI FANCM FP 65.
For O=C1NC(=O)C(C2SC(=O)NC2=O)S1 (stereo not drawn) the results were RMI FANCM FP 62.
Screening Cc1ccc(NC(=O)CSc2ncc(-c3ccc(F)cc3)o2)cc1Cl returned RMI FANCM FP 88.
For COc1ccc(S(=O)(=O)NCC2CCN(C(C)C)CC2)cc1F the results were RMI FANCM FP 70.
`COCCCN(Cc1cc(OC)c(OC)c(OC)c1)C(=S)Nc1cccc(SC)c1` gave RMI FANCM FP 60.
Screening Cc1ccc(S(=O)(=O)CC(=O)Nc2sc3c(c2C(N)=O)CCC(C)C3)cc1 (stereo not drawn) returned RMI FANCM FP 64.
For O=C(Nc1ccon1)c1cccc(S(=O)(=O)N2CCCCCC2)c1 the results were RMI FANCM FP 63.
`COc1ccc(OC)c2sc(N(Cc3cccnc3)C(=O)c3ccc(Br)s3)nc12` gave RMI FANCM FP 57.
Screening COc1ccccc1N1CCN(S(=O)(=O)c2cc([N+](=O)[O-])ccc2C)CC1 returned RMI FANCM FP 59.
Screening O=C(CN1CCN(C(=O)N2CCCCC2)CC1)Nc1ccc(Br)cc1 returned RMI FANCM FP 58.
`O=C(COC(=O)c1cccc(Br)c1)c1ccc(Br)cc1` gave RMI FANCM FP 44.
For O=C(CC(c1ccccc1)c1ccccc1)NCCCn1nc(-c2ccncc2)ccc1=O the results were RMI FANCM FP 68.
For Cc1ccc(C(=O)Nc2nc3c(s2)CCCC3)cc1 the results were RMI FANCM FP 55.
For O=C(CSc1nnc(CNC(=O)c2cccs2)n1-c1ccc(Br)cc1)Nc1nccs1 the results were RMI FANCM FP 112.
For CCOC(=O)c1c(NC(=O)C(c2ccccc2)c2ccccc2)sc(C)c1C the results were RMI FANCM FP 61.
`COC(=O)c1ccc(NC(=O)CC2Sc3ccccc3NC2=O)cc1` (stereo not drawn) gave RMI FANCM FP 64.
O=C(Cc1csc(Nc2ccccc2)n1)Nc1cccnc1 was read as RMI FANCM FP 64.
Cc1cc(-c2nnc(NC(=O)C3CCCN(S(=O)(=O)c4cccs4)C3)o2)nn1C (stereo not drawn) was read as RMI FANCM FP 70.
CC(Oc1cccc(F)c1)C(=O)NCCOc1ccc2nnc(-c3ccc(F)cc3)n2n1 (stereo not drawn) was read as RMI FANCM FP 68.
COc1ccc(Cl)c2sc(NCCN(C)C)nc12 was read as RMI FANCM FP 75.
CC(=O)c1ccc(NC(=O)COc2ccc(-c3nnc(C)o3)cc2)cc1 was read as RMI FANCM FP 63.
`CC(=O)Nc1ccc(/C=C/[N+](=O)[O-])cc1` gave RMI FANCM FP 56.
`COc1ccc(/C=C/C(=O)Nc2c3c(nn2-c2ccccc2)CCC3)cc1OC` gave RMI FANCM FP 60.
For Cc1ccc(C(=O)NCc2ccc(N3CCN(C)CC3)cc2)cc1C the results were RMI FANCM FP 42.
`Cc1cc(O)cc(=O)n1Cc1ccco1` gave RMI FANCM FP 58.
Screening CCC(=O)c1ccc(OCC(O)Cn2cccn2)cc1 (stereo not drawn) returned RMI FANCM FP 64.
For N#Cc1cnn(C(=O)c2cccs2)c1C1CC1 the results were RMI FANCM FP 57.
For N#CNC(=Nc1ccccc1C(F)(F)F)N1CCCC1 the results were RMI FANCM FP 58.
Screening CN1CCC(OC(=O)c2cc3ccccc3oc2=O)CC1 returned RMI FANCM FP 60.
CC(C)c1cc(C(=O)NCc2ccco2)nn1-c1nc2ccccc2s1 was read as RMI FANCM FP 84.
For COc1cccc(C(=O)Nc2ccc3c(c2)OCO3)c1OC the results were RMI FANCM FP 56.
Screening COC(=O)c1cc(-c2cccc(NC(C)=O)c2)nc2c1c(C)nn2C1CCS(=O)(=O)C1 (stereo not drawn) returned RMI FANCM FP 60.
`Cc1nc(NC(=O)c2cnccn2)ccc1Br` gave RMI FANCM FP 51.
`COc1cc2ccccc2cc1C(=O)N(CCN(C)C)c1nc2c(C)cccc2s1` gave RMI FANCM FP 85.
`Cc1cc(C)c(S(=O)(=O)Nc2ccc3c(c2)C(=O)N(C)c2cc(C)ccc2O3)c(C)c1` gave RMI FANCM FP 50.
Screening S=c1n(CN2CCOCC2)nc(-c2ccncc2)n1-c1ccccc1 returned RMI FANCM FP 62.
O=C(CCc1csc2nc(-c3ccccc3)cn12)N1CCN(c2ccccc2F)CC1 was read as RMI FANCM FP 61.
O=C(NCc1ccc2c(c1)OCO2)C(=O)NCC1(c2cccs2)CCCC1 was read as RMI FANCM FP 73.
Screening O=C1CCc2cc(NS(=O)(=O)c3cccc4ccccc34)ccc2N1 returned RMI FANCM FP 55.
O=C(NCCSCc1cccc(C(F)(F)F)c1)N1CCSCC1 was read as RMI FANCM FP 46.
For CN(C(=O)c1ccccc1Br)C1CCS(=O)(=O)C1 (stereo not drawn) the results were RMI FANCM FP 51.
`CCCNC(=O)CSc1nnc(C)c2cnn(-c3ccc(C)c(C)c3)c12` gave RMI FANCM FP 61.
`CCN1C(=O)c2cc(NS(=O)(=O)c3cc(C)c(C)cc3OC)ccc2Oc2ccccc21` gave RMI FANCM FP 55.
For CC(C)(C)c1csc(CN2CCN(C(=O)c3ccc(Br)o3)CC2)n1 the results were RMI FANCM FP 61.
Screening CC1=Nc2ccccc2N2C(=O)C(c3ccccc3)=S=C12 returned RMI FANCM FP -24.
For Cc1ccc(S(=O)(=O)c2nc(-c3ccccc3)sc2Cl)cc1 the results were RMI FANCM FP 58.
`COc1ccc(NC(=O)Nc2nc(-c3ccc(Br)cc3)cs2)cc1` gave RMI FANCM FP 88.
Screening COc1cc(C(C)=O)ccc1OCC(=O)Nc1c(C)nc2cc(C)ccn2c1=O returned RMI FANCM FP 68.
C=CCn1c(SCC(=O)Nc2nc(CC(=O)OCC)cs2)nc2sc3c(c2c1=O)CCC3 was read as RMI FANCM FP 56.
For CC(C)c1nnc(NC(=O)CSc2nc3ccccc3[nH]2)s1 the results were RMI FANCM FP 62.
COc1cc(C(F)(F)F)nc2c(C(=O)NNC(=O)c3ccc(Cl)cc3)scc12 was read as RMI FANCM FP 59.
Screening Cc1nnc(NC(=O)CSc2nnc(NC(=O)COc3ccc4ccccc4c3)s2)s1 returned RMI FANCM FP 72.
CC(/C=C1\SC(=S)N(CC(=O)Nc2cccnc2)C1=O)=C\c1ccccc1 was read as RMI FANCM FP 65.
Screening Cc1ccc(S(=O)(=O)NCCCN2CCN(c3ccccc3)CC2)cc1 returned RMI FANCM FP 62.
CCOc1ccccc1NC(=O)CC1CCCCN1S(=O)(=O)c1ccc(F)cc1 (stereo not drawn) was read as RMI FANCM FP 65.
O=C(c1cccs1)N1CCCC(c2nnc(-c3cccs3)o2)C1 (stereo not drawn) was read as RMI FANCM FP 65.
For O=C(Nc1ccc2ccccc2n1)c1ccc2c(c1)OCC2 the results were RMI FANCM FP 54.
CS(=O)(=O)N1CCCc2ccc(NC(=O)C(=O)NCCC3=CCCCC3)cc21 was read as RMI FANCM FP 53.
For O=C(CNCCO)NC1C2CC3CC(C2)CC1C3 (stereo not drawn) the results were RMI FANCM FP 67.
For C=CCn1c(SCC(=O)c2ccc3c(c2)OCCO3)nc2sc(C)c(C)c2c1=O the results were RMI FANCM FP 77.
Screening O=C1OC([N+](=O)[O-])Cc2ccccc21 (stereo not drawn) returned RMI FANCM FP 57.
For CC(=O)NC(CCS(C)(=O)=O)C(=O)Nc1cccc2ccccc12 (stereo not drawn) the results were RMI FANCM FP 59.
Screening Cc1nnc(NC(=O)Cc2cc(-c3ccc(Cl)cc3)on2)s1 returned RMI FANCM FP 65.
`Cc1ccc(N2CC(NC(=O)c3ccc(Br)o3)CC2=O)cc1` (stereo not drawn) gave RMI FANCM FP 55.
COc1ccccc1CNC(=O)CCN1C(=O)c2ccccc2S1(=O)=O was read as RMI FANCM FP 55.
Screening O=C(CN1C(=O)c2ccccc2S1(=O)=O)Nc1ccc(C(F)(F)F)cc1 returned RMI FANCM FP 56.
`CN1CCSC1=CC=Cc1sc2ccccc2[n+]1CCCS(=O)(=O)[O-]` gave RMI FANCM FP 260.
COC(=O)c1ccc(NC(=O)c2nnn(Cc3ccc(C)cc3)c2N)cc1 was read as RMI FANCM FP 54.
Screening COc1cccc(C(=O)NCCn2nc(-c3cccnc3)ccc2=O)c1OC returned RMI FANCM FP 70.
For COc1ccc(/C=N\NC(=O)c2ccc(S(=O)(=O)N3CCCCCC3)cc2)cc1OC the results were RMI FANCM FP 84.
`CN(C)S(=O)(=O)c1ccc(C(=O)N2CCC(c3nnc(-c4ccco4)o3)CC2)cc1` gave RMI FANCM FP 60.
Screening COc1ccc(-c2ccc(NC(=O)c3sc(-c4ccccc4)nc3C)cc2)nn1 returned RMI FANCM FP 55.

An excerpt (hit frequency here may not be typical).
